Screening data as filed in PubChem BioAssay.
Tb MetRS inh: blocks T. brucei methionyl-tRNA synthetase activity. purified T. brucei MetRS, ATP depletion, Kinase-Glo luminescence. inhibition, % at 11.9 µM. 360,000 tested, 0.4% active. AID 624268;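 active = inhibition above a per-plate cutoff of the control wells' mean inhibition plus 3 SD, cut at about 5.5% in these data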;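 note: 0% = DMSO wells median and 100% = median of wells with control inhibitor compound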
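assay system = parasite MetRS enzyme | timing = 15 min preincubation, 2 h reaction, all 25 °C | evaluation = percent inhibition relative to median high and low control wells | medium = HEPES buffer containing pyrophosphatase, BSA, spermine, DTT | compound = single dose, 11.9 µM final nominal, 0.9% final DMSO | detection = Kinase-Glo luminescence, ATP depletion format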
Rin1 Abl inh: blocks binding of human Rin1 to Abl; TR-FRET Rin1/Abl binding, biochemical; 360,000 tested, 0.4% active; inhibition, % at 7.35 µM; in the data active = inhibition above about 5%, passing the limit was not always enough
Neddyl block: cullin neddylation inhibition; calls only at 25 µM; TR-FRET cullin neddylation, biochemical; P61081+Q13564; 360,000 tested, 0.58% active; in the data active = inhibition above about 36%
MsrA act: bovine methionine sulfoxide reductase A activation | purified bovine MsrA, absorbance read-out | activation, % at 10.6 µM | 360,000 tested, 0.3% active | AID 602163; in the data active = activation above about 7.5%;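 note: 0% = vehicle and 100% = reference activator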
CSN deneddyl inh: CSN deneddylation inhibition; Purified CSN, SCF-Nedd8-OG deneddylation, fluorescence polarization; inhibition, % at 12.5 µM; 360,000 tested, 0.38% active; Q92905; AID 651999;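 active = pattern-corrected inhibition above about 35%, with an unprinted fluorescence ratio check between 0.5 and 1.5, limit read from the data, passing the limit was not always enough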;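 note: 0% = enzyme with substrate and 100% = substrate without enzyme; some results filed as inactive read as strong as hits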
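test system = HEK293T-derived human Csn5 enzyme | amount = 0.24 nM Csn5 enzyme, final concentration | medium = Tris/NaCl/DTT buffer, pH 7.5 | schedule = 90 min reaction at room temperature | signal = FP | evaluation = inhibition of Csn5 cleavage, % | compound dosing = single dose of 12.5 µM compound with 0.25% DMSO | probe or stimulus = 10 nM SCFSkp2-Nedd8OG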
FAS-TE inh: FAS thioesterase (human) inhibition. recombinant FAS-TE, OMFH fluorogenic substrate, fluorescence endpoint. inhibition, % at 15 µM. 360,000 tested, 0.67% active. P49327;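 active = compounds whose normalised, plate-corrected inhibition of enzyme fluorescence in the single-dose primary screen is 50% or more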;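 note: 0% = DMSO with enzyme and 100% = substrate without enzyme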
E coli Lon inh: inhibits E. coli Lon protease; P0A9M0; purified E. coli Lon protease, fluorescence polarization; inhibition, % at 7.94 µM; 360,000 tested, 0.42% active; AID 602123; in the data active = inhibition above about 13%, passing the limit was not always enough;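 note: 0% = enzyme with probe and DMSO and 100% = no enzyme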
MsrA inh: bovine MsrA inhibition | purified bovine MsrA, absorbance read-out | inhibition, % at 15.5 µM | 360,000 tested, 0.75% active; in the data active = inhibition above about 4.5%;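 note: 0% = vehicle wells with enzyme and 100% = reference inhibitor wells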
MLLE-PAM2 inh: inhibitors of microRNA-mediated deadenylation, human PABP1 MLLE binding. 360,000 tested, 0.36% active. P11940. inhibition, % at 20 µM. GST-MLLE / FITC-PAM2 fluorescence polarization. AID 588489; in the data active = inhibition above about 35%, passing the limit was not always enough;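 note: plate controls were DMSO wells with GST-MLLE for no effect and wells lacking GST-MLLE protein for full effect; some results filed as inactive read as strong as hits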
An asterisk follows results filed as active; i = inactive; / = not tested or not shown.

The line under a structure holds: Neddyl block, MLLE-PAM2 inh, Rin1 Abl inh, FAS-TE inh, MsrA inh, E coli Lon inh, CSN deneddyl inh, Tb MetRS inh, MsrA act
(1) O=C(COc1ccccc1)N(Cc1cc2ccccc2[nH]c1=O)CC1CCCO1 (centres undefined)
→ i, -19, -1, -4, 2.1, 1, -2, -0.5, -3
(2) Cc1cc(C)c2c(n1)SCC(=O)N2CC(=O)Nc1ccccc1Cl
→ i, -1, -4, -3, 1.2, -7, 5, 0.3, -2
(3) C=CCNC(=O)c1sc(=S)n(-c2ccc(C(=O)OCC)cc2)c1N
→ i, 21, -1, -9, 3.0, -6, 3, -1.4, -15
(4) CC1=NN(c2ccccc2)C(=O)/C1=C\c1cn(-c2ccccc2)nc1C
→ i, 4, -1, -3, 1.7, -3, 8, 0.9, -1
(5) CS(=O)(=O)N(CC(=O)N1CCN(C(c2ccccc2)c2ccccc2)CC1)C1CCCCC1
→ i, 6, 1, 17, -0.3, -13, -4, -0.8, 3
(6) Cc1cc([N+](=O)[O-])c(C)cc1-c1ccc(/C=N/n2cnnc2)o1
→ i, -15, -1, 14, 0.9, -3, 6, 0.0, -3
(7) Cc1ccc(NC(=O)c2oc3ccccc3c2NC(=O)c2ccc3c(c2)OCO3)cc1
→ i, 9, 0, 32, -0.6, -9, 1, -0.1, 1
(8) CC1Cc2ccccc2N1C(=O)CCS(=O)(=O)c1cccc2nonc12 (centres undefined)
→ i, 6, 0, 12, -0.6, -2, -1, -1.1, 1
(9) CN(CC(=O)Nc1ccc(Cl)cc1)C(=O)c1cc(-c2cccs2)nn1-c1ccccc1
→ i, -5, -7, 24, 0.9, 9, 5, -0.1, -2
(10) Cc1ccc(S(=O)(=O)NCc2ccccc2)cc1C(=O)NCC1CCCO1 (centres undefined)
→ i, 16, -1, -1, 2.6, -13, -5, -0.3, -3

The list continues:
The line under a structure holds: Neddyl block, MLLE-PAM2 inh, Rin1 Abl inh, FAS-TE inh, MsrA inh, E coli Lon inh, CSN deneddyl inh, Tb MetRS inh, MsrA act
(11) COc1ccc2nc(C)cc(SCC(=O)N/N=C/c3ccco3)c2c1
→ i, -7, -9, -1, 1.2, -3, -3, -1.1, 0
(12) Nc1nc(=O)n(C2CCCO2)cc1Br (centres undefined)
→ i, -3, -1, 1, -0.5, -13, 2, -0.4, 0
(13) Cc1ccc([N+](=O)[O-])cc1S(=O)(=O)Nc1ccccn1
→ i, -4, 1, -1, /, -2, 2, -0.8, -4
(14) CN1N=C(C(=O)N2CCCC(Nc3ccc(F)c(F)c3)C2)CCC1=O (centres undefined)
→ i, -5, -2, -8, -0.4, -3, -2, -0.2, -3
(15) CCCCCCSc1cc(-c2nc3cc(C)ccn3c2NC2CCCCC2)ccc1OC
→ /, -65, 2, 17, -0.5, 5, 17, -0.4, -1
(16) CCOC(=O)Nc1c(O)ccc2oc(C)c(-c3ccccc3)c12
→ i, -1, 0, 1, 1.0, -7, 0, -1.5, -9
(17) Cc1cc(C)c2c(=O)[nH]c(=O)n(Cc3ccccc3)c2n1
→ i, -74, 4, 3, 0.5, -13, 27, 1.1, 1
(18) COc1ccc(-c2cc3c(=O)n(CC(=O)NC4CCN(Cc5ccccc5)CC4)ncn3n2)cc1
→ i, 1, 0, -9, 0.3, 6, 6, -1.0, -5
(19) COCCCN=C1NN=C(c2cc(C)n(-c3ccccc3F)c2C)CS1
→ i, -24, 3, -12, 0.5, -5, -4, -1.0, -11
(20) CS(=O)(=O)NN1C(=O)c2ccccc2NC1c1cccs1 (centres undefined)
→ /, 10, 1, 0, 0.4, -10, -5, -0.4, -1

Additional results:
The line under a structure holds: Neddyl block, MLLE-PAM2 inh, Rin1 Abl inh, FAS-TE inh, MsrA inh, E coli Lon inh, CSN deneddyl inh, Tb MetRS inh, MsrA act
(21) COc1ccc(-n2cc(C(=O)c3ccccc3O)cn2)cc1
→ i, 1, 0, 12, 0.2, -2, 0, -0.8, -2
(22) COc1ccccc1N1CCN(C(=O)c2sc3nc(-c4ccccc4)cn3c2C)CC1
→ i, -6, 1, 12, -1.1, -10, -1, -0.5, -3
(23) Cc1cc(C)n2nc(NCc3cccc(Br)c3)nc2n1
→ /, 2, 2, 1, 1.1, 3, 0, 1.9, 2
(24) Cc1nn(Cc2ccccc2)c(C)c1CNC(=O)CN=C1NS(=O)(=O)c2ccccc21
→ i, 8, 1, -4, -0.1, 7, -5, -0.3, -2
(25) NC(=O)COn1c(SCC(N)=O)nc2ccccc2c1=O
→ i, -11, 0, -3, 0.4, -3, -4, -0.3, -3
(26) CN(C)Cc1c(O)ccc2c(=O)c(-c3ccccc3Cl)c(C(F)(F)F)oc12
→ i, 2, 0, -6, 2.0, 4, 5, -1.3, -11
(27) O=C(CNC(=O)c1ccc(Br)o1)NCC(=O)OCc1ccccc1
→ i, 9, 0, -2, -1.9, -7, -2, -0.3, -9
(28) Cn1ccc(-c2cc(C(=O)O)c3ccccc3n2)n1
→ i, 5, 0, -9, -0.6, 1, 3, -0.2, -1
(29) COc1cccc(-c2nc3nc(C)cc(C)n3c2Nc2c(C)cccc2C)c1
→ i, /, /, -8, 0.6, -41, 32, -0.6, 6
(30) Cc1ccc(S(=O)(=O)NCCC(=O)OCC(=O)N2CCCC2=O)cc1C
→ i, 17, 4, -8, 0.2, -10, -4, -0.5, -1

(list continues)
The line under a structure holds: Neddyl block, MLLE-PAM2 inh, Rin1 Abl inh, FAS-TE inh, MsrA inh, E coli Lon inh, CSN deneddyl inh, Tb MetRS inh, MsrA act
(31) CN(NC(=O)c1ccccc1F)c1ccc([N+](=O)[O-])cn1
→ i, 8, -2, 13, 3.2, 8, 0, -0.7, -5
(32) O=C(NCC1CCCO1)/C(=C/c1cn(-c2ccccc2)nc1-c1cccnc1)NC(=O)c1ccccc1 (centres undefined)
→ i, 5, -3, -3, 0.5, -4, 0, -0.6, -1
(33) CSc1nnc(Cn2c(=O)sc3ccccc32)n1C
→ i, 0, 3, -2, -0.1, -1, -2, 2.0, -5
(34) CCOc1ccc(C)cc1S(=O)(=O)Nc1cccnc1
→ i, 9, 3, -8, 1.6, -5, 0, -0.4, -3
(35) O=C(NCc1ccc(F)cc1)c1cc(C2CCCN(C(=O)C3CCCCC3)C2)on1 (centres undefined)
→ i, -4, 1, 2, -0.8, -12, 0, -0.2, -2
(36) Cc1ccccc1-n1ncc2c(SCC(=O)NCc3cccs3)ncnc21
→ i, 7, -3, -30, -0.6, 12, -1, -0.1, 1
(37) CCOC(=O)c1[nH]cnc1C(=O)NCc1ccccc1
→ i, 2, 1, -10, -1.0, -9, -4, 0.5, -2
(38) Cc1cccc(NC(=O)CN(C)C(=O)Cc2ccc(-c3ccccc3)cc2)c1C
→ i, -22, -2, 0, -2.2, -3, 0, -0.1, 1
(39) CCc1nnc(NS(=O)(=O)c2ccc(NC(=O)/C=C/c3ccc(F)cc3)cc2)s1
→ i, 2, 0, -4, 0.7, 2, 1, 0.3, -3
(40) O=C(COc1ncnc2cc([N+](=O)[O-])ccc12)NCc1ccc2c(c1)OCO2
→ i, -10, -4, 9, -0.1, -6, -4, 1.0, -4

Next records.
The line under a structure holds: Neddyl block, MLLE-PAM2 inh, Rin1 Abl inh, FAS-TE inh, MsrA inh, E coli Lon inh, CSN deneddyl inh, Tb MetRS inh, MsrA act
(41) OCCCc1nc2ccccc2n1CCc1ccccc1
→ i, 7, 1, -4, 0.3, -6, -6, -0.4, -2
(42) COc1cc(SC)ccc1C(=O)NNC(=O)c1cc(C)oc1C
→ i, -11, 2, -1, -1.4, -1, -1, -1.2, -4
(43) CCOc1cccc(OCCNC2CCCC2)c1
→ i, -1, 2, -9, -0.9, -13, 1, -1.5, -9
(44) CCn1ncc(Br)c1C(=O)Nc1ccc(C(C)C)cc1
→ i, -14, 1, 0, 1.0, 6, -3, -2.2, -11
(45) O=S(=O)(c1ccccc1)c1nc(-c2ccco2)oc1NCCCn1ccnc1
→ i, -1, -3, -9, 0.7, 10, -1, -1.1, -3
(46) c1ccc(C2Nc3ccccc3-c3nc4ccccc4n32)cc1 (centres undefined)
→ /, 0, 8, 8, 2.2, -1, 4, -2.4, -9
(47) O=C(NN=Cc1cc(=O)[nH]c(=O)[nH]1)c1ccncc1
→ i, 4, 0, -11, 0.8, -7, -6, -0.4, 5
(48) COc1ccc(S(=O)(=O)Nc2cccc3c2O[C@H](CN(C)C(=O)Nc2ccccc2)[C@@H](C)CN([C@H](C)CO)C3=O)cc1
→ i, -8, -1, 1, 1.3, -3, -3, -1.1, -4
(49) CCCc1nc2ccccc2n1CCc1ccccc1
→ i, -9, 2, -1, 1.0, -4, 5, 0.1, -1
(50) CCCNC(=O)Cn1nc(C)n2c(cc3cc(F)ccc32)c1=O
→ i, 8, 1, -9, 0.7, -6, -1, -0.4, -2

Further entries follow.
The line under a structure holds: Neddyl block, MLLE-PAM2 inh, Rin1 Abl inh, FAS-TE inh, MsrA inh, E coli Lon inh, CSN deneddyl inh, Tb MetRS inh, MsrA act
(51) COc1ccc(C2=NO[C@@H]3[C@@H]4C[C@@H]([C@H]5C(=O)N(C)C(=O)[C@@H]45)[C@H]23)c(OC)c1
→ i, 7, -3, 1, 1.5, 4, -1, -0.1, -1
(52) COc1ccc(C(O)(c2ccccc2)C(C(=O)O)c2ccccc2)cc1 (centres undefined)
→ i, -16, 0, 6, 0.6, -16, 3, 0.1, -2
(53) CCOC(=O)CSCC(=O)Nc1nnc(-c2cccc([N+](=O)[O-])c2)s1
→ i, -3, 2, 11, 1.9, -8, -6, 0.2, -2
(54) COc1ccc(C)cc1S(=O)(=O)N(CC(=O)Nc1cccc([N+](=O)[O-])c1)c1cc(C)cc(C)c1
→ i, 1, -1, 17, 0.9, -8, 1, 0.0, -2
(55) CCCCc1nnc(SCC(=O)Nc2nccs2)n1C
→ i, 1, -4, 1, 0.6, 2, 2, 0.0, -4
(56) CN(c1ccc([N+](=O)[O-])cc1C(N)=O)C1CCCCC1
→ i, -3, -4, 0, 0.4, -4, 14, -0.6, -3
(57) CN1CCN(S(=O)(=O)c2cccc(C(=O)NCCOc3ccccc3F)c2)CC1
→ i, 2, -2, 1, 1.9, 1, 4, 0.1, 0
(58) CC(=O)NC1(NC(C)=O)CCN(C)CC1
→ i, 2, 2, -3, -0.8, -3, 4, -0.8, -7
(59) CCC(NC(=O)Nc1cc(OC)c(OC)c(OC)c1)(C(F)(F)F)C(F)(F)F
→ i, 13, 3, -2, -0.3, -7, 2, -0.5, -2
(60) CCOc1ccccc1NC(=O)C1CCN(C(=O)C2CC(=O)N(c3ccc(C)cc3)C2)CC1 (centres undefined)
→ i, 2, 2, -6, -0.5, 10, 3, -0.8, -3

Following part:
The line under a structure holds: Neddyl block, MLLE-PAM2 inh, Rin1 Abl inh, FAS-TE inh, MsrA inh, E coli Lon inh, CSN deneddyl inh, Tb MetRS inh, MsrA act
(61) CCOC(=O)/C=C1/SCC(=O)N1CCOc1cccc(Br)c1
→ i, -15, 4, 17, 0.1, -5, -2, -0.3, -2
(62) COc1ccc(NC(=O)C2CCCN(S(C)(=O)=O)C2)cc1Cl (centres undefined)
→ i, -7, 3, -5, -0.1, -4, -6, -0.3, -1
(63) Cc1ccc(C(=O)N2CCN(Cc3ccc4c(c3)OCO4)CC2)o1
→ i, -5, 5, -21, -0.1, -7, -1, -0.5, -12
(64) CCN(CC)C(=O)C1CC(=O)N(c2ccc(F)c(Cl)c2)C1 (centres undefined)
→ i, 0, 3, -1, 0.6, -7, -4, 0.1, 3
(65) O=C(CCC(=O)N1CCN(S(=O)(=O)c2cccc(F)c2)CC1)c1cccs1
→ i, -3, -3, 0, -1.1, 5, 0, -0.7, -1
